# Compound activity deposited in PubChem by several laboratories.
# NR2E3 ag-1 – human photoreceptor-specific nuclear receptor agonism. CHO-S Gal4-NCOR/VP16-NR2E3 two-hybrid, luciferase. actives 0.35% (n = 360,000). inhibition of corepressor binding, % at 3.98 µM. AID 602229. Q9Y5X4;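 active means inhibition above the mean of all tested compounds plus 3 SD, cut at about 70% in these data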;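 further: 0% = DMSO with NR2E3 transfected cells and 100% = cells lacking NR2E3 construct; higher means lower luciferase signal from less NR2E3 corepressor binding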
# Target sequence (Q9Y5X4 whole entry, looked up, the tested form may be a part): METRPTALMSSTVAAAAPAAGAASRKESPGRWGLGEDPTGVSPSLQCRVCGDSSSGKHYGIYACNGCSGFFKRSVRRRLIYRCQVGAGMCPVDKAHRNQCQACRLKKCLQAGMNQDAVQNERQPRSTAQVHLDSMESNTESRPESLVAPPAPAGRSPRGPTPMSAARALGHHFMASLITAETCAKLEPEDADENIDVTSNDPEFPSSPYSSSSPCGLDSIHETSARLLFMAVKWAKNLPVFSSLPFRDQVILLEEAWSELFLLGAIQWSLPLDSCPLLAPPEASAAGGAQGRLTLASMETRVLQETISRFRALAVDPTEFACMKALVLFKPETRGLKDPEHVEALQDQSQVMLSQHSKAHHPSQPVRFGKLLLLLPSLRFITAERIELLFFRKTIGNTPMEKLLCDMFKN
# iPSC survival up – enhancers of human iPSC single-cell survival; hiPSC single-cell survival, ATPlite luminescence; 100% = ROCK inhibitor wells, 0% = DMSO; survival enhancement, % at 20 µM; actives 0.044% (n = 360,000); in the data active means survival enhancement above about 18%;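 further: cells exposed to compounds for 16 hours before the ATP read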
# HIF-2a block – inhibitors of HIF-2a; inhibition, % at 18.8 µM; actives 0.72% (n = 360,000); 786-0 RCC cells HIF-2a reporter, luciferase luminescence, overnight;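 active means inhibition of the luminescence signal of 40% or more relative to plate controls, in a single-dose primary screen at 18.75 µM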
# CaV13 ICDI inh – Disruptors of the CACNA1D IQ motif to Ca2+-dependent inactivation inhibitor domain association, primary screening, Förster resonance energy transfer in intact living …; HEK cells, CFP/YFP FRET ICDI-IQ, plate reader, 10 min; percent FRET-ratio fall versus neutral wells; inhibition, % at 12.3 µM; actives 0.098% (n = 340,000); AID 743397;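 active means mean replicate inhibition of at least 30% and at least 1% of replicates passing that level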;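 further: 0% = median of the neutral control wells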
# NR2E3 ag-2 – NR2E3 (human) agonism; inhibition of corepressor binding, % at 4.78 µM; Q9Y5X4; GST-NR2E3/biotin-RetCOR TR-FRET, 1536-well; actives 0.12% (n = 320,000); AID 2300;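 active means percent inhibition above the cutoff of mean plus 3 SD of all tested compounds, set per screening campaign, cut at about 20% in these data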;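 further: 0% = DMSO wells and 100% = biotin wells as full block of FRET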
#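 Material: NR2E3–RetCOR corepressor complex / Incubation: Compound–protein incubation for 5 h at 4 °C / Dosing: compound at 4.8 µM, single dose / Detection: time-resolved FRET / Benchmarks: high control biotin, low control 0.6% DMSO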
# Vif imaging – blocks HIV Vif function. inhibition, % at 7.49 µM. HEK293T cells, Vif self-association by quenched fluorescence, imaging, 24 h. actives 0.35% (n = 340,000); in the data active means inhibition above about 50%, passing the limit was not always enough; further: some results filed as inactive read as strong as hits
# Peg3 promoter – Peg3 promoter activity inhibition. HeLa PEG-Prom luciferase reporter, luminescence, overnight. inhibition, % at 20 µM. actives 1.7% (n = 360,000);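 active means inhibition of at least 50% at 20 µM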
# PDI inh – inhibitors of human protein disulfide isomerase | PDI insulin aggregation turbidity, A650, 90 min | actives 0.052% (n = 350,000) | P07237 | inhibition, % at 10 µM;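 active means mean inhibition across replicates of 30% or more, whatever share of single replicates reach that level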;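 further: absorbance from insulin aggregation driven by PDI reduction with DTT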
# Target sequence (P07237 whole entry, looked up): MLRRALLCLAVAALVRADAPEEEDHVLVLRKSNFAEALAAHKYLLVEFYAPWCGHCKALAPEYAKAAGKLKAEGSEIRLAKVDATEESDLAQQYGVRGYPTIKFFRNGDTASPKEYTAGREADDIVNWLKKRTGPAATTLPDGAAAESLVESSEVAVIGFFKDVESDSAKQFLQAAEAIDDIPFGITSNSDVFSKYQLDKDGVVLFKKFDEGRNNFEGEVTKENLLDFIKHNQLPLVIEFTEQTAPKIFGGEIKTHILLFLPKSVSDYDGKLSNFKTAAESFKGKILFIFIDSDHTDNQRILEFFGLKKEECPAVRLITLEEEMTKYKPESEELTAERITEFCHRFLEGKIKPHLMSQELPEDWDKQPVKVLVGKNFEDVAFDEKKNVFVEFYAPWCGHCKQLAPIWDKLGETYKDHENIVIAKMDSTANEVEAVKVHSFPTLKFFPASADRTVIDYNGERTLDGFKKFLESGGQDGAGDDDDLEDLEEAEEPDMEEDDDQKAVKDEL
# aDG glyco act – increases alpha dystroglycan glycosylation; actives 0.22% (n = 360,000); activation, % at 10 µM; Pro5-aDG cells, alpha-DG glycosylation AlphaScreen (IIH6); 0% Pro5, 100% B10-LARGE cell signal;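 active means activation of at least 8% versus controls, or a plate z-score of at least 8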;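 further: Pro5 are CHO cells carrying HIG-tagged alpha-DG that lacks glycosylation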
# Granule exo inh – lytic granule exocytosis inhibition. TALL-104 LAMP-1 surface exposure, flow cytometry; cells stimulated with thapsigargin and PMA. actives 0.66% (n = 360,000). inhibition, % at 10 µM;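 active means inhibition above about 55%, limit read from the data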
# MITF TRPM1 inh – inhibitors of MITF-driven TRPM1 promoter in melanoma cells | SK-MEL-5 TRPM1 promoter luciferase, 24 h | inhibition, % at 12.5 µM | actives 0.83% (n = 330,000) | AID 488899;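 active means mean inhibition across replicates of 60% or more, whatever share of single replicates reaches that level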; further: values of inactives mirror those of a sister screen read the other way
# Numbers without * were called inactive; nt = no result given.
structure | NR2E3 ag-1 | iPSC survival up | HIF-2a block | CaV13 ICDI inh | NR2E3 ag-2 | Vif imaging | Peg3 promoter | PDI inh | aDG glyco act | Granule exo inh | MITF TRPM1 inh
COC(=O)c1sccc1NC(=O)c1c(C)cc(=O)oc1C | 2.3 | 5.6 | -2.7 | -4.7 | -0.7 | -5.0 | 2.3 | -13.1 | -0.2 | -2.7 | 8.6
O=C(NCCc1ccccc1)Nc1nnc([C@H]2C[C@H](O)[C@@H](CO)O2)s1 | -15.3 | -1.0 | -4.1 | -4.5 | nt | 4.5 | -1.6 | 10.5 | 0.1 | 11.1 | nt
CCCCOc1ccc(Cn2c(=O)oc3ccccc32)cc1 | -12.8 | -0.4 | 14.1 | -13.7 | nt | 2.0 | 0.6 | 0.9 | 0.2 | 1.0 | -13.0
CCc1ccccc1NC(=O)c1cc(-c2ccc(F)cc2)on1 | -28.7 | 0.1 | -66.0 | -16.3 | -0.7 | 4.9 | -42.1 | 3.5 | 0.0 | 2.8 | -18.4
CCOCCCNC(=O)c1ccc(CS(=O)(=O)Cc2ccccc2F)o1 | 20.4 | 0.6 | -8.5 | -8.6 | -1.7 | 10.1 | 7.8 | -2.1 | -0.2 | -3.3 | 11.2
COc1ccccc1N1CCN(C(=O)c2c(C)noc2C)CC1 | 20.2 | -0.6 | 7.7 | -4.5 | -1.5 | 6.8 | 10.8 | -3.4 | -0.2 | -3.5 | -1.9
Cc1ccc(NC(=S)NC(=O)C2CCCC2)c(Br)c1 | -48.9 | -0.5 | -230.3 | -3.9 | nt | -0.7 | -302.7 | -14.8 | 0.4 | -0.2 | -96.8
O=C(COC(=O)c1ccccc1O)NC(=O)c1ccc(OC(F)F)cc1 | -12.3 | -0.1 | 2.5 | -3.2 | 1.7 | 1.8 | 0.7 | 5.1 | 0.0 | 1.8 | -3.0
COc1ccc(CCNC(=O)CSc2nnc(-c3ccccc3)o2)cc1OC | 24.1 | 6.9 | 17.0 | -3.9 | -6.5 | -5.2 | 11.3 | -6.6 | 2.9 | 0.3 | 12.9
c1nc(NCc2ccc3c(c2)OCO3)c2cc(-c3ccoc3)ccc2n1 | -231.6 | 5.8 | -37.7 | 2.5 | nt | -1.1 | 2.0 | 15.7 | 0.7 | 5.6 | -40.3
Cc1cccc(C)c1NC(=O)Nc1nnc([C@@H]2C[C@H](O)[C@@H](CO)O2)s1 | -17.0 | -2.3 | 4.8 | -10.2 | nt | -0.6 | -8.9 | -0.3 | -0.3 | -5.7 | nt
Nc1ncnc(N)c1N=Nc1ccccc1 | 21.7 | 0.2 | 2.8 | -19.9 | nt | -2.6 | -35.9 | 1.0 | -0.1 | 10.5 | 14.8
CC1CCN(C(c2cc3cc4c(cc3[nH]c2=O)OCO4)c2nnnn2CC2CCCO2)CC1 (stereo not given) | -8.9 | 2.2 | 1.7 | -8.6 | 7.0 | -11.4 | 10.7 | 12.2 | -0.3 | 2.5 | 7.7
CC1CCCN(C2=C(NS(=O)(=O)c3ccc(Cl)cc3)C(=O)c3ccccc3C2=O)C1 (stereo not given) | -12.6 | -1.2 | -70.7 | -2.8 | 1.5 | -4.4 | -18.1 | 22.4 | -0.5 | -1.9 | 20.1
CCCc1cc(C(=O)N2CCC(n3nccc3NC(=O)c3ccc(OC)cc3)CC2)no1 | -26.4 | -0.6 | -57.7 | -2.4 | -2.4 | -5.8 | -36.5 | 0.8 | 0.1 | -9.8 | -9.5
Cc1cccc(C)c1C(O)c1ncc(-c2ccc(F)cc2)[nH]1 (stereo not given) | -10.0 | 4.1 | 14.8 | nt | nt | nt | -3.1 | 1.4 | 0.0 | 4.0 | nt
O=C(COc1ccc(Cl)cc1)Nc1ccc2c(c1)C(=O)NC2=O | 3.8 | 0.9 | -18.9 | -2.4 | 0.8 | 7.2 | -16.6 | -0.2 | -0.1 | 0.9 | -10.1
CCOc1cc(CO)cc(Br)c1OCC(=O)O | -3.8 | 0.3 | 7.6 | -5.6 | 0.1 | -6.1 | 0.9 | -4.4 | 0.1 | 4.4 | 5.8
CC1CCN(c2ccc(NC(=O)c3cccnc3)cc2)CC1 | -86.4 | -2.1 | -145.8 | -3.9 | -0.8 | 3.6 | -152.2 | -4.7 | -0.3 | 0.2 | -59.4
COc1ccccc1NC(=O)Cn1nnc(C(=O)NCc2ccc3c(c2)OCO3)c1N | -3.2 | 0.2 | 3.1 | -2.8 | 4.1 | -2.3 | 14.6 | 9.7 | 0.1 | -6.4 | 2.5
CCOc1cc(/C=N\NC(=O)Cn2nnc3ccccc32)ccc1O | -16.6 | -0.5 | 13.1 | -17.7 | 0.6 | -4.9 | -1.2 | 7.3 | 0.1 | -2.5 | 10.4
COC(=O)c1oc2ccc(Cl)cc2c1NC(C)=O | 11.7 | 0.1 | 0.1 | nt | -0.7 | 1.7 | -1.8 | -1.7 | 1.6 | -3.9 | 8.2
O=C(Nc1ccc(F)c(Cl)c1)Nc1csc2ccccc12 | -15.4 | -0.2 | -213.4 | -4.6 | 1.6 | 5.9 | -48.8 | 7.8 | -0.2 | 1.6 | 0.0
COc1ccc(-c2nnc(SCC(=O)c3cccs3)o2)c(OC)c1 | -51.7 | 1.7 | -269.0 | -13.3 | 2.8 | 1.8 | -257.3 | -9.2 | 0.0 | -3.2 | -61.8
CCOc1ccccc1NC(=O)Cn1nnc(C(=O)Nc2ccccc2Cl)c1N | 8.2 | 3.7 | 4.6 | nt | nt | -9.8 | 5.3 | -15.6 | 0.5 | -3.8 | -11.9

# In the list so far, two have an aryl thioether with sulfur outside any ring.
structure | NR2E3 ag-1 | iPSC survival up | HIF-2a block | CaV13 ICDI inh | NR2E3 ag-2 | Vif imaging | Peg3 promoter | PDI inh | aDG glyco act | Granule exo inh | MITF TRPM1 inh
COc1ccc(CCNC(=O)CSc2nnc(-c3ccccc3)o2)cc1OC | 24.1 | 6.9 | 17.0 | -3.9 | -6.5 | -5.2 | 11.3 | -6.6 | 2.9 | 0.3 | 12.9
COc1ccc(-c2nnc(SCC(=O)c3cccs3)o2)c(OC)c1 | -51.7 | 1.7 | -269.0 | -13.3 | 2.8 | 1.8 | -257.3 | -9.2 | 0.0 | -3.2 | -61.8

# Some of the entries so far, with values under each structure.
# Values run as follows: NR2E3 ag-1 | iPSC survival up | HIF-2a block | CaV13 ICDI inh | NR2E3 ag-2 | Vif imaging | Peg3 promoter | PDI inh | aDG glyco act | Granule exo inh | MITF TRPM1 inh
> CC1CCN(c2ccc(NC(=O)c3cccnc3)cc2)CC1
→ -86.4 | -2.1 | -145.8 | -3.9 | -0.8 | 3.6 | -152.2 | -4.7 | -0.3 | 0.2 | -59.4
> c1nc(NCc2ccc3c(c2)OCO3)c2cc(-c3ccoc3)ccc2n1
→ -231.6 | 5.8 | -37.7 | 2.5 | nt | -1.1 | 2.0 | 15.7 | 0.7 | 5.6 | -40.3
> O=C(COC(=O)c1ccccc1O)NC(=O)c1ccc(OC(F)F)cc1
→ -12.3 | -0.1 | 2.5 | -3.2 | 1.7 | 1.8 | 0.7 | 5.1 | 0.0 | 1.8 | -3.0
> COC(=O)c1oc2ccc(Cl)cc2c1NC(C)=O
→ 11.7 | 0.1 | 0.1 | nt | -0.7 | 1.7 | -1.8 | -1.7 | 1.6 | -3.9 | 8.2

# (list continues)
structure | NR2E3 ag-1 | iPSC survival up | HIF-2a block | CaV13 ICDI inh | NR2E3 ag-2 | Vif imaging | Peg3 promoter | PDI inh | aDG glyco act | Granule exo inh | MITF TRPM1 inh
Cc1ccc2c(c1C)NC(=O)CC(c1ccccc1O)=N2 | -31.1 | -0.2 | -95.2 | -17.2 | -0.2 | -24.5 | -39.4 | -2.8 | 0.1 | -15.8 | -22.4
Nc1ccn(C2C=CC(CO)O2)c(=O)n1 (stereo not given) | 3.2 | -1.2 | 2.0 | -13.0 | nt | nt | nt | nt | -0.3 | -5.0 | nt
COc1ccc(CN2CN(C3CCCC3)CSC2=S)cc1 | -10.8 | 0.4 | 21.1 | 1.3 | -0.3 | -3.8 | 15.7 | -9.3 | 0.3 | 0.9 | 10.0
COc1ccc(N2CCN(CC(=O)Nc3cc(C)cc(C)c3)CC2)cc1 | -3.0 | 0.9 | 21.6 | -1.5 | -1.0 | 3.0 | 17.0 | 7.7 | -0.1 | -8.1 | 9.9
CCOc1ccc(/C(CCC(=O)O)=N/NC(=O)c2cccc(S(=O)(=O)Nc3ccccc3OC)c2)cc1 | -10.8 | -0.1 | 8.6 | -6.3 | nt | -0.3 | 7.2 | -4.7 | -0.2 | -0.6 | -13.6
COc1ccc(NC(=O)CN2C(=O)/C(=C3\SC(=S)N(CCC(=O)O)C3=O)c3ccccc32)cc1 | -1.2 | -0.5 | 6.5 | nt | -0.3 | -0.1 | 9.2 | -1.2 | -0.1 | 1.3 | -2.1
Cc1cc2c(=O)[nH]c(Cc3ccccc3)nc2s1 | -7.2 | 1.0 | 10.3 | -5.1 | -5.0 | -3.9 | 4.3 | 23.2 | 0.8 | 6.8 | -4.3
COc1cccc(-c2nc(CS(=O)(=O)CC(=O)N3CCOCC3)c(C)o2)c1 | -17.1 | -0.1 | 16.8 | -7.0 | -2.0 | 6.5 | 3.5 | 9.5 | 0.3 | 3.0 | 2.7
O=[N+]([O-])c1cc([N+](=O)[O-])c2c(=Nc3ccccc3)n(-c3ccccc3)n(O)c2c1 | -16.4 | -0.8 | -13.5 | -1.4 | 1.6 | -0.3 | 9.7 | 2.1 | 0.7 | 9.4 | 61.1*
COc1ccc(CCNc2ccc(C)cc2)cc1 | -18.5 | -2.8 | -65.6 | nt | -2.3 | -0.1 | -50.1 | -3.1 | -0.3 | -2.6 | -6.2
O=[N+]([O-])c1ccc(-n2nnnc2CN2CCOCC2)cc1 | -43.9 | -0.1 | -98.3 | -6.0 | -1.4 | -0.7 | -129.9 | 9.1 | -0.3 | -1.5 | 5.6
CCSc1ccc2nnc(-c3cccs3)n2n1 | -0.5 | -0.4 | 7.9 | -2.0 | 1.8 | -2.7 | -10.0 | -1.1 | 0.0 | -7.8 | 4.6
COc1ccc(NC(=O)CN(C)C(=O)C(CCSC)NC(=O)c2ccccc2)cc1 (stereo not given) | -5.8 | 0.7 | -9.5 | -2.4 | 0.4 | 4.7 | 0.1 | -0.4 | 0.0 | 2.3 | 4.8
COc1ccc(C(C)=O)c(Oc2ccc(S(=O)(=O)N3CCOCC3)cn2)c1 | 14.8 | 0.1 | 15.8 | -6.3 | 1.3 | 2.0 | 9.1 | 0.8 | -0.3 | -2.3 | 0.7
Cc1cccc(NC(=O)[C@@H]2CCCN2C(=O)OC(C)(C)C)c1 | -15.8 | 0.4 | 15.6 | -3.9 | 2.7 | 7.1 | -9.3 | -25.5 | -0.1 | 12.3 | -5.2
Cc1nc2oc3ccccc3c(=O)c2cc1C(=O)O | 4.5 | 0.4 | -49.4 | -3.7 | 0.7 | -3.8 | -42.6 | 3.9 | 0.0 | 5.2 | -28.4

# Marked active in MITF TRPM1 inh (from the list above):
SMILES	NR2E3 ag-1	HIF-2a block	CaV13 ICDI inh	NR2E3 ag-2	Vif imaging	Peg3 promoter	PDI inh	aDG glyco act	Granule exo inh	MITF TRPM1 inh
O=[N+]([O-])c1cc([N+](=O)[O-])c2c(=Nc3ccccc3)n(-c3ccccc3)n(O)c2c1	-16.4	-13.5	-1.4	1.6	-0.3	9.7	2.1	0.7	9.4	61.1*
